From PubChem
Xi reactivation: X-chromosome reactivation activator | activation, % at 7.58 µM | XiGFP mouse fibroblasts, % GFP-positive cells imaging, 3 d; cells co-treated with 5-aza-dC sensitizer; scaled so ellipticine positive control = 100% | 360,000 compounds, 0.055% hits;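 active = mean normalized replicate activation at least 10% and every replicate at or above 10%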;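 also: 0% = median of on-plate neutral control wells and 100% = ellipticine 6 µM median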
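Schedule: 3 d treatment, 15 min room-temperature fixation; system: 68-5-11 XiGFP fibroblast line; buffer or medium: DMEM plus 5-aza-dC sensitizer; control set: ellipticine 6 µM positive control; compound: one concentration, pinned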
Cneo AK release: Cryptococcus neoformans lysis via adenylate kinase release; lysis activity, % at 15 µM; 360,000 compounds, 0.2% hits; C. neoformans lysis, adenylate kinase release luminescence, 4 h; normalised: neutral wells 0, clomiphene wells 100;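 active = mean lysis activity across replicates of at least 80%, whatever share of replicates individually reach that level; inactive = mean lysis activity below 80%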
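read-out = cell lysis signal | test system = log-phase Cryptococcus neoformans yeast cells | input = cells at 5 × 10^6 per mL | medium = fresh YPD growth medium | signal = luminescent adenylate kinase detection reagent | timing = 4 h at 37 °C static, read 1 h later | dosing = single dose | controls = Clomiphene as positive lysis control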
PGC1a acetyl inh: modulators of PGC1a acetylation; U2OS PGC1a acetylation, AlphaScreen anti-acetyl-lysine; with virally co-expressed GCN5 acetyltransferase; inhibition, % at 15.6 µM; 350,000 compounds, 0.17% hits; AID 651687;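 active = every replicate shows inhibition of at least 40%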;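 also: 0% = neutral control wells and 100% = positive control wells; some results beyond the cut were filed as inactive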
S100A4 inh HTS: inhibitors of human S100A4 binding to myosin IIA peptide. P26447. S100A4/TAMRA-MyoIIA peptide fluorescence polarization. inhibition, % at 10.7 µM. AID 652163. 360,000 compounds, 0.14% hits;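 active = mean inhibition of at least 70% across replicates, with every replicate also reaching that level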
Target sequence (P26447 whole entry, looked up): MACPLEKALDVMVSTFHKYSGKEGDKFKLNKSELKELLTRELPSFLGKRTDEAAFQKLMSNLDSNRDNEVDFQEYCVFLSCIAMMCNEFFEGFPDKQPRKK
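Assay system: human S100A4 monomer with TAMRA-labelled myosin IIA peptide / Buffer or medium: Calcium-containing HEPES buffer, pH 7.2 / Reagent: TAMRA-labelled myosin IIA heavy-chain peptide probe, 5 nM / Compound: one dose per compound / Timing: polarization read 5 min after assay mix addition, stable 5–60 min / Benchmarks: neutral control DMSO, positive control TFP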
LGR2 inh: inhibitors of bursicon-induced Drosophila LGR2 receptor cAMP signaling; HEK293 LGR2, CRE-luciferase, bursicon-stimulated, 4 h; inhibition, % at 9.99 µM; 380,000 compounds, 0.35% hits;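 active = drop in luminescence signal, shown as inhibition above about 50% in the replicate tests, limit read from the data, passing the limit was not always enough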;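 also: agonist challenge used bursicon conditioned medium at about half maximal strength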
Statin myotox sup: protects C2C12 myotubes from simvastatin toxicity. ATP luminescence, 48 h; scaled: DMSO 0, geranylgeraniol control 100. rescue of ATP level, % at 7.49 µM. 330,000 compounds, 0.78% hits;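 active = mean ATP rescue above about 67%, or every replicate alone reaching that limit, limit read from the data, passing the limit was not always enough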;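 also: myotubes were challenged with 10 µM simvastatin during compound exposure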
SIRT5 inh: blocks human SIRT5 desuccinylation of peptide | Q9NXA8 | Purified SirT5, succinyl-peptide AMC, trypsin-coupled fluorescence | inhibition, % at 15 µM | 330,000 compounds, 1.1% hits | AID 652115; in the data active = inhibition above about 15%
Target sequence (Q9NXA8 whole entry, looked up): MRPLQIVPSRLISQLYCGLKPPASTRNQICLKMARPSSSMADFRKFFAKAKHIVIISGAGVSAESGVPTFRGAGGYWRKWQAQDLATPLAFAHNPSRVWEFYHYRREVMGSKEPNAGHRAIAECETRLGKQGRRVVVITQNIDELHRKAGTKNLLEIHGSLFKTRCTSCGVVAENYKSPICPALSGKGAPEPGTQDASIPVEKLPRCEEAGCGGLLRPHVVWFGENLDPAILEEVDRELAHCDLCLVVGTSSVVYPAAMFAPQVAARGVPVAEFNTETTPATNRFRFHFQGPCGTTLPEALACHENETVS
ERAP1 inh: ERAP1 (human) enzyme inhibition. 340,000 compounds, 0.15% hits. Q9NZ08. inhibition, % at 10.7 µM. recombinant ERAP1, Leu-AMC fluorescence, 60 min. AID 652197;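 active = mean replicate inhibition of at least 30%, or all replicates individually reaching that 30% level; inactive = mean below 30% and not every replicate reaching it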;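 also: 0% = neutral control wells and 100% = L-leucinethiol positive control wells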
* = called active by the depositor; . = no result given; & = joins results of further samples. An excerpt; rates above refer to the full screens.

Screens in order – Xi reactivation	Cneo AK release	PGC1a acetyl inh	S100A4 inh HTS	LGR2 inh	Statin myotox sup	SIRT5 inh	ERAP1 inh
- CC1CCCCN1C(=O)/C(=C\c1ccccc1)c1ccccc1 (stereo not drawn)
 : .	0	-69	.	6	13	.	.
- CCN(CC)CCCNC(=O)C1CCN(c2ncnc3c2sc2cccc(F)c23)CC1
 : -0.2	-3	-14	3	-7	.	-4	.
- O=C(NCC1CC1)[C@H]1[C@H](CO)[C@H]2Cn3c(cccc3=O)[C@@H]1N2CCc1ccccc1
 : 0.0	2	.	-2	-2	6	3	2
- C[C@H]1CN([C@@H](C)CO)C(=O)c2cc(NC(=O)CCC(F)(F)F)ccc2O[C@@H]1CN(C)CC1CCCCC1
 : -0.9	-1	6	5	6	12	-2	-2
- O=C(Nc1cc(S(=O)(=O)N2CCCC2)ccc1Cl)c1ccncc1
 : 0.1	-1	9	-3	7	7	-4	-1
- Cc1c(NC(=O)C(C)OC(=O)[C@@H](NC(=O)c2ccccc2)C(C)C)c(=O)n(-c2ccccc2)n1C (stereo partly drawn)
 : .	-1	2	.	6	15	.	.
- O=C(O)c1ccc(CNC(=S)Nc2ccccc2)cc1
 : 0.2	-3	1	-4	7	7	-1	-10
- Cc1ccccc1CN1CCCC(C(=O)Nc2ccccc2Oc2cccnc2)C1 (stereo not drawn)
 : 0.0	0	-14	1	2	1	4	1
- Cc1ccc2nc(-c3ccc(NC(=O)CSc4nc(N)cc(=O)[nH]4)cc3)sc2c1
 : 0.0	-10	-1	-5	-36	9	0	.
- Cc1noc(C)c1NC(=O)Nc1ccc2c(c1)C(=O)N([C@H](C)CO)C[C@H](C)[C@@H](CN(C)CC1CC1)OCCCC[C@@H](C)O2
 : 3.8	1	-4	3	4	.	2	0
- O=C(O)c1cc(=O)[nH]c2c(Cl)cccc12
 : 0.3	1	.	-3	35	.	1	-2
- CCN(CC)c1ccc(/C=N/NC(=O)CN2CCCc3ccccc32)cc1
 : 0.3	.	.	-11	28	.	-1	2
- COc1ccc(C2C([N+](=O)[O-])=C(C)N(C)C(=O)N2C)cc1OC (stereo not drawn)
 : 0.0	.	-13	-1	-3	.	3	-1
- CC(C)(C)NC(=O)NCc1cccnc1
 : 0.0	.	.	-3	-7	.	-2	-4
- CN1CCC23c4ccccc4NC1C21CCN(C)C3Nc2ccccc21
 : .	1	-5	-1	.	4	2	-2
- COc1cc(CC(=O)OCC(=O)NC2CCCCCC2)cc(OC)c1OC
 : -0.1	0	.	-8	15	2	-1	-1
- CC[C@]12c3[nH]c4cc(CCC(=O)N(C)C)ccc4c3CCN1C(=O)[C@@H](CC(=O)NCCc1ccccn1)C[C@@H]2C(=O)N1CCN(C(=O)c2ccco2)CC1
 : 0.3	0	1	-7	1	0	4	3
- C[C@H](CO)N1C[C@H](C)[C@H](CN(C)C(=O)NC2CCCCC2)Oc2ccc(N(C)C)cc2CC1=O
 : 0.0	3	12	-2	7	15	9	0
- C[C@@H]1CN([C@@H](C)CO)C(=O)c2cc(C#C[C@@H](C)O)cnc2O[C@@H]1CN(C)C(=O)Nc1ccc(C(F)(F)F)cc1
 : -0.7	.	13	-1	-12	-9	-5	.
- CC(C)CCNCC(=O)NC(c1ccccc1)c1ccccc1
 : 0.1	-2	4	6	9	-15	-2	4

Further compounds.
Screens in order – Xi reactivation	Cneo AK release	PGC1a acetyl inh	S100A4 inh HTS	LGR2 inh	Statin myotox sup	SIRT5 inh	ERAP1 inh
- CC(=O)N/C(=C\c1ccccc1)C(=O)OCC(=O)N(CC(C)C)c1c(N)n(Cc2ccccc2)c(=O)[nH]c1=O
 : 0.0	.	.	-9	20	7	0	-1
- COC(=O)C1CCCN1C(=O)C12CC3CC(CC(C3)C1)C2 (stereo not drawn)
 : 0.0	4	-6	2	-5	-1	-4	-2
- Cc1ccc(NC(=O)CNC(=O)c2ccc(Br)o2)nc1
 : -0.1	0	-5	-7	-25	-1	-2	-2
- O=C(Cc1ccc(Cl)cc1)NNC(=S)NC(=O)c1cccs1
 : 0.0	.	.	-2	-4	-2	-2	-1
- CCOC(=O)N1CCN(C(=O)CSc2nnc(COc3ccc(Cl)cc3)o2)CC1
 : 0.0	-4	.	-3	-19	5	.	.
- CC(C)c1ccccc1NC(=O)COC(=O)c1cccnc1
 : .	16	4	-1	3	0	-11	-2
- C[C@@H]1CN([C@H](C)CO)C(=O)c2cccc(NS(=O)(=O)c3ccc(Cl)cc3)c2O[C@@H]1CN(C)CC1CCCCC1
 : 0.2	0	.	1	15	1	-1	-2
- O=C(C[C@H]1CC[C@@H]2[C@H](COC[C@H](O)CN2Cc2cc(F)cc(F)c2)O1)Nc1nccs1
 : 0.2	0	-14	.	-19	24	.	.
- CC1(C)OC(=O)C2=C(C[C@@H](CCOCc3ccccc3)O[C@H]2c2ccc(F)cc2)O1
 : 2.3	-1	3	0	.	-7	-4	0
- CC(=O)Nc1ccc(S(=O)(=O)N(C)CC(=O)OCC(=O)N2CC(C)OC(C)C2)cc1 (stereo not drawn)
 : -0.1	.	.	-3	-3	.	1	-2
- O=C(CSc1nnc(CNC(=O)c2ccco2)o1)Nc1ccc(OC(F)(F)F)cc1
 : 0.0	-2	3	0	4	-4	0	1
- C[C@H](CO)N1C[C@H](C)[C@H](CN(C)S(=O)(=O)c2ccc(F)cc2)Oc2ncc(C#CCN(C)C)cc2C1=O
 : -1.0	0	-2	3	12	3	-7	-2
- CC(C)CNC(=O)C1(C)CCCN1C(=O)C(C)(C)Oc1ccc(Cl)cc1 (stereo not drawn)
 : 0.0	-1	-3	-2	-1	-4	-7	-2
- COc1cccc(-c2ccc3c(c2)O[C@@H](CN(C)C(C)=O)[C@H](C)CN([C@H](C)CO)S3(=O)=O)c1
 : -0.2	6	-4	-14	-16	-16	-3	0
- CC1Cc2nc(SCC(=O)OCc3ccccc3)n(C)c(=O)c2S1 (stereo not drawn)
 : 0.1	-4	11	1	-4	-5	3	3
- COc1ccccc1S(=O)(=O)NCc1ccc(C(=O)NC(C)c2ccccn2)cc1 (stereo not drawn)
 : -0.2	3	-10	4	8	4	-1	-2
- CC(C)C[C@H]1CN([C@@H](Cc2ccc(O)cc2)CN2CCC[C@@H]2CN2C(=S)NC[C@@H]2Cc2ccccc2)C(=S)N1CC1CCCCC1
 : 0.1	0	-45	0	13	4	2	.
- C[C@H](CO)N1C[C@H](C)[C@@H](CN(C)S(=O)(=O)c2ccccc2)Oc2ccc(NC(=O)Nc3cccc4ccccc34)cc2C1=O
 : -0.2	44	39	-1	-10	15	-2	0
- CCCNC(=O)N(C)C[C@@H]1Oc2cc(C#C[C@H](C)O)ccc2S(=O)(=O)N([C@H](C)CO)C[C@H]1C
 : 0.0&0.0	5&-1&-3	-10&6&-13	-2&-2&2	2&7	-4&2&-7	-8&-2&-2	0&-2
- CN(C)c1ccc(-c2nnc(SCC3CCCO3)n2C)cc1 (stereo not drawn)
 : -0.8	.	0	-8	-17	.	12	4

Of the compounds above, two contain a COOH group.
Screens in order – Xi reactivation	Cneo AK release	PGC1a acetyl inh	S100A4 inh HTS	LGR2 inh	Statin myotox sup	SIRT5 inh	ERAP1 inh
- O=C(O)c1ccc(CNC(=S)Nc2ccccc2)cc1
 : 0.2	-3	1	-4	7	7	-1	-10
- O=C(O)c1cc(=O)[nH]c2c(Cl)cccc12
 : 0.3	1	.	-3	35	.	1	-2

The listing continues:
| smiles | Xi reactivation | Cneo AK release | PGC1a acetyl inh | S100A4 inh HTS | LGR2 inh | Statin myotox sup | SIRT5 inh | ERAP1 inh |
| --- | --- | --- | --- | --- | --- | --- | --- | --- |
| CC(=O)NC1=NN(C(C)=O)C(C)(c2ccc(Br)cc2)S1 (stereo not drawn) | 0.3 | -2 | 17 | 6 | -8 | 19 | 1 | . |
| CC(=O)N1CCN=C1SCc1c(F)cccc1Cl | 0.2 | -1 | 4 | 1 | -4 | 12 | . | . |
| C[C@@H]1CN([C@H](C)CO)C(=O)c2cc(NC(=O)Nc3ccccc3)ccc2O[C@@H](C)CCCCO[C@@H]1CN(C)C(=O)C1CCCCC1 | . | 0 | 1 | 5 | . | . | 0 | 2 |
| CCCN(CCC)C(=O)c1ccc2nc(-c3ccc(OC)c(OC)c3)c(-c3ccc(OC)c(OC)c3)nc2c1 | 0.0 | -5 | -3 | -4 | 1 | 11 | 6 | 18 |
| C[C@H]1CCCCO[C@H](CN(C)S(=O)(=O)c2ccccc2)[C@@H](C)CN([C@@H](C)CO)C(=O)c2cc(NC(=O)C3CCCCC3)ccc2O1 | -0.1 | 3 | 3 | -13 | -16 | . | 2 | 6 |
| C=CCNC(=O)c1c(C(F)(F)F)nn(C)c1Cl | 0.5 | . | 2 | -11 | -16 | . | -4 | -2 |
| CCOC(=O)CNC(=S)n1ncnc1N | 0.0 | . | 0 | 4 | 12 | . | -3 | 16 |
| COc1ccc(-c2nc(N/N=C(\C)c3ccc(O)cc3)c3ccccc3n2)cc1 | -0.1 | . | . | -5 | -18 | 2 | -9 | -2 |
| COc1cc(CCC(=O)Nc2ncc(C)s2)cc(OC)c1OC | 0.2 | -3 | 5 | 1 | 12 | 56 | 5 | -1 |

Three entries already listed, sorted by the number in PGC1a acetyl inh, falling.
smiles	PGC1a acetyl inh
C[C@H]1CN([C@@H](C)CO)C(=O)c2cc(NC(=O)CCC(F)(F)F)ccc2O[C@@H]1CN(C)CC1CCCCC1	6
CC(C)c1ccccc1NC(=O)COC(=O)c1cccnc1	4
Cc1ccccc1CN1CCCC(C(=O)Nc2ccccc2Oc2cccnc2)C1 (stereo not drawn)	-14
